High-throughput results as filed in PubChem BioAssay.
MsrA inhibitor = inhibits bovine methionine sulfoxide reductase A | AID 651718 | purified bovine MsrA, absorbance read-out | 360,000 compounds, 0.75% hits | inhibition, % at 15.5 µM; in the data active = inhibition above about 4.5%;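 also: 0% = vehicle wells with enzyme and 100% = reference inhibitor wells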
MsrA act = activates bovine MsrA enzyme; AID 602163; purified bovine MsrA, absorbance read-out; 360,000 compounds, 0.3% hits; activation, % at 10.6 µM; in the data active = activation above about 7.5%;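 also: 0% = vehicle and 100% = reference activator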
E coli Lon inh = inhibits E. coli Lon protease; purified E. coli Lon protease, fluorescence polarization; P0A9M0; inhibition, % at 7.94 µM; 360,000 compounds, 0.42% hits; in the data active = inhibition above about 13%, passing the limit was not always enough;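 also: 0% = enzyme with probe and DMSO and 100% = no enzyme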
FAS-TE inh = inhibitors of human fatty acid synthase thioesterase domain. recombinant FAS-TE, OMFH fluorogenic substrate, fluorescence endpoint. inhibition, % at 15 µM. 360,000 compounds, 0.67% hits;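 active = compounds whose normalised, plate-corrected inhibition of enzyme fluorescence in the single-dose primary screen is 50% or more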;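 also: 0% = DMSO with enzyme and 100% = substrate without enzyme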
CSN deneddyl inh = CSN deneddylation inhibition; inhibition, % at 12.5 µM; 360,000 compounds, 0.38% hits; Purified CSN, SCF-Nedd8-OG deneddylation, fluorescence polarization; Q92905;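 active = pattern-corrected inhibition above about 35%, with an unprinted fluorescence ratio check between 0.5 and 1.5, limit read from the data, passing the limit was not always enough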;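 also: 0% = enzyme with substrate and 100% = substrate without enzyme; some results filed as inactive read as strong as hits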
Target sequence (Q92905 whole entry, looked up, one chain of several): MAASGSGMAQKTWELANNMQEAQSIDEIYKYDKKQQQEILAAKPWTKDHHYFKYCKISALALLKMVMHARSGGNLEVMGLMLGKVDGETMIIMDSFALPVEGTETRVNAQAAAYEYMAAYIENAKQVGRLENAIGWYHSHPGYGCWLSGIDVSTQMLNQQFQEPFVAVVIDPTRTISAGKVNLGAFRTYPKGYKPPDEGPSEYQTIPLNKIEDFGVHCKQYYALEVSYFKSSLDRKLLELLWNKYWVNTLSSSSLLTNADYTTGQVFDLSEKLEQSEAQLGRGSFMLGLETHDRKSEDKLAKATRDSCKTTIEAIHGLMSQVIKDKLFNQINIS
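Test system: Human Csn5 produced in HEK293T cells | Compound: 12.5 µM single point | Times: 90 min, room temperature | Signal: Fluorescence polarization readout | Read-out basis: % inhibition of substrate cleavage by Csn5 | Controls: no-enzyme wells high, enzyme-with-substrate wells low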
Rpn11 block = Rpn11 (human) deubiquitinase inhibition; 360,000 compounds, 0.59% hits; human 26S proteasome, Ub4-pepOG fluorescence polarization; 20S core pre-blocked with epoxomicin; calls only at 20 µM; AID 588493;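 active = inhibition at 20 µM, scaled to each plate's controls, above about 33%, limit read from the data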
Target sequence (O00487 whole entry, looked up): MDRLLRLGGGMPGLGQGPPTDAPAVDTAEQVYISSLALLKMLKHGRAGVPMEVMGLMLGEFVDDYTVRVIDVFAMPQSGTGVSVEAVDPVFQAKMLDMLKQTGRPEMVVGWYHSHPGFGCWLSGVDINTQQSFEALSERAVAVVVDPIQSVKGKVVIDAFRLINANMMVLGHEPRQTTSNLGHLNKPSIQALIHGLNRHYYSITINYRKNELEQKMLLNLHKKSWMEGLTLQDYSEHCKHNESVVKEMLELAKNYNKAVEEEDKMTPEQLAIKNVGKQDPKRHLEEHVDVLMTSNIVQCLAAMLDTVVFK
Rin1 Abl inh = blocks binding of human Rin1 to Abl; P00519+Q13671; TR-FRET Rin1/Abl binding, biochemical; inhibition, % at 7.35 µM; 360,000 compounds, 0.4% hits; in the data active = inhibition above about 5%, passing the limit was not always enough
MT1-MMP act inh = MT1-MMP (human) activation inhibition | P50281 | HT1080 RFP-PRO-GFP cells, GFP/RFP ratio fluorescence, overnight; percent of plate control window, DMSO zero | GFP/RFP ratio change, % at 20 µM | 360,000 compounds, 0.061% hits;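 active = GFP/RFP ratio change of at least 30% with cell ATP level not reduced by more than half and red fluorescence within 50% of control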; also: strong numbers were not always called active
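Assay system – RFP-PRO-GFP reporter HT1080 cells · Compound dosing – single dose of 20 µM compound, 1% DMSO final · Incubation – overnight compound exposure at 37 °C · Measure – GFP/RFP fluorescence ratio · Benchmarks – DMSO wells and RFP-L50D-GFP cells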
MLLE-PAM2 inh = blocks PAM2 peptide binding to the PABP1 MLLE domain; GST-MLLE / FITC-PAM2 fluorescence polarization; inhibition, % at 20 µM; 360,000 compounds, 0.36% hits; AID 588489; in the data active = inhibition above about 35%, passing the limit was not always enough;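 also: plate controls were DMSO wells with GST-MLLE for no effect and wells lacking GST-MLLE protein for full effect; some results filed as inactive read as strong as hits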
* marks the source's active call; other numbers are inactive results; i = inactive; . = not tested or not shown.

SMILES	MsrA inhibitor	MsrA act	E coli Lon inh	FAS-TE inh	CSN deneddyl inh	Rpn11 block	Rin1 Abl inh	MT1-MMP act inh	MLLE-PAM2 inh
c1csc(Cc2nn3c(-c4ccncc4)nnc3s2)c1	1.1	-2.3	0.9	-2.9	-6.0	i	-9.2	-1.7	-6.3
O=C(Cn1nnc(-c2ccc(Cl)cc2)n1)NCC1CCCCC1	0.7	1.3	-6.5	5.5	-5.0	i	-0.8	3.0	-0.1
COc1ccc2oc(=O)c(C(=O)N3CCCc4ccccc43)cc2c1	2.3	0.9	-0.2	-1.7	-2.0	i	-2.9	10.4	-5.7
Cc1ccc(S(=O)(=O)N2CCOCC2)cc1C(=O)NCC1CCCCC1	-0.6	-1.4	-2.9	-2.6	-3.9	i	3.0	-1.0	4.6
COc1ccc(CN2C(=O)c3ccccc3C2=O)cc1C(=O)N(C)CC(=O)Nc1ccc(C)cc1	0.3	-3.4	-10.6	-0.6	-3.7	i	-3.4	-0.2	1.5
Cc1occc1C(=O)Nc1ccc2c(c1)OCCO2	-0.7	-0.5	0.1	-1.9	1.7	i	0.3	6.7	7.6
COc1ccc(NC(=O)COC(=O)Cn2cnc3ccccc32)cc1	0.0	-3.5	-0.6	-4.1	-1.9	i	0.3	3.3	-3.2
O=C(NCC(c1ccco1)N1CCCCC1)c1ccc(COc2ccc(Cl)cc2)cc1 (configuration not stated)	-1.3	-2.5	2.2	22.7	2.2	i	0.6	0.0	2.2
Nc1ccc(S(=O)(=O)NC(Cc2ccccc2)C(=O)O)cc1 (configuration not stated)	-0.5	-1.8	0.8	-7.9	0.9	i	-1.2	-4.2	-8.7
Cc1cccc(NS(=O)(=O)c2ccc(C(=O)NCCCN3CCCC3=O)cc2)c1C	-0.8	-6.7	17.0	-7.5	6.9	i	-0.2	-1.6	13.7
CCOC(=O)c1c(C)[nH]c(C(=O)COC(=O)Cn2cc(C(F)(F)F)ccc2=O)c1C	0.8	-3.5	-14.7	-8.3	0.2	i	1.4	-3.2	-1.1
COc1cc(OC)c(OC)cc1/C=N/N(C)c1ccccc1	3.4	-0.8	-4.7	20.6	3.1	i	-3.2	-2.7	-17.6

2 entries picked at random from those above:
SMILES	MsrA inhibitor	MsrA act	E coli Lon inh	FAS-TE inh	CSN deneddyl inh	Rpn11 block	Rin1 Abl inh	MT1-MMP act inh	MLLE-PAM2 inh
CCOC(=O)c1c(C)[nH]c(C(=O)COC(=O)Cn2cc(C(F)(F)F)ccc2=O)c1C	0.8	-3.5	-14.7	-8.3	0.2	i	1.4	-3.2	-1.1
COc1ccc2oc(=O)c(C(=O)N3CCCc4ccccc43)cc2c1	2.3	0.9	-0.2	-1.7	-2.0	i	-2.9	10.4	-5.7

(continued)
SMILES	MsrA inhibitor	MsrA act	E coli Lon inh	FAS-TE inh	CSN deneddyl inh	Rpn11 block	Rin1 Abl inh	MT1-MMP act inh	MLLE-PAM2 inh
Cc1cc(C)n(C(=O)CNC(=O)c2cccc(Br)c2)n1	-0.4	4.4	0.7	-0.8	3.2	i	1.4	-2.3	-5.6
O=C(CNC(=O)c1ccccc1F)NCc1ccccn1	-1.7	-2.1	-11.5	-4.7	0.4	i	2.1	1.6	6.4
Cc1ccc(NC(=O)CCNS(=O)(=O)c2ccc3[nH]c(=O)oc3c2)cc1N(C)C	1.1	0.7	-6.3	-6.9	1.8	i	0.2	4.6	-27.5
Cc1cccc(NC(=O)c2ccc3ccccc3n2)c1C	-0.9	-10.8	-5.2	6.1	6.3	i	-7.0	1.1	-3.7
Cc1ccc(NC(=O)CSc2nccn2Cc2ccco2)cc1	-1.8	-5.3	-6.6	2.1	7.0	i	-2.5	0.9	-9.1
O=c1cc(CO)oc(CN2CCCC2)c1O	0.4	-3.4	2.2	-9.4	-2.0	i	27.0*	-5.6	-1.0
CC(C)(C)NC(=O)CCN(/N=C/c1ccc([N+](=O)[O-])o1)C1=NS(=O)(=O)c2ccccc21	1.4	-3.5	-12.5	29.8	10.7	i	-3.3	-9.5	-27.9
CC1Cc2[nH][nH]c(=O)c2C(C2CCCC2)O1 (configuration not stated)	-1.4	-1.6	0.7	-7.8	0.1	.	.	-1.3	.
CCCCCSc1nc2c(cnn2-c2ccc(F)cc2)c(=O)[nH]1	0.8	-3.5	-1.1	-0.4	0.3	i	-1.1	-1.8	2.0
CCOC(=O)C1(C)CCCN(C(=O)c2ccc3c(c2)OCO3)C1 (configuration not stated)	0.3	-1.3	5.6	-8.2	-4.0	i	0.5	4.1	-13.2
O=C(Nc1cccc(S(=O)(=O)NC2=NCCCCC2)c1)c1cc(-c2ccccc2Cl)nc2ccccc12	-0.1	-4.5	17.7	15.5	-3.4	i	-1.8	-2.0	-8.1
CC(C)Nc1nc(NC(C)C)nc(C(N)=O)n1	0.0	-10.0	-6.3	-10.2	2.2	i	-2.1	3.5	3.5
COc1ccc(C(O)c2nc(-c3cccc(C(=O)O)c3)cs2)cc1 (configuration not stated)	0.7	-2.4	-8.7	-6.5	0.1	i	0.6	-0.6	0.9
O=C(COC(=O)c1ccc(S(=O)(=O)N2CCOCC2)cc1)Nc1ccccc1F	0.1	-2.5	12.2	1.2	-1.2	i	-2.9	-3.1	-7.4
C/C=C/c1ccc(OCC(=O)Nc2cc(OC)c(OC)c(OC)c2)c(OC)c1	0.1	1.1	-2.1	9.9	-5.6	i	-2.3	4.2	-6.0
CCOc1cnc(-c2ccc(OC)cc2)o1	-0.6	-4.9	14.5	1.6	0.6	i	-0.1	3.0	-4.2
Cc1cc(Cl)nc(Cl)c1C(=O)NCc1ccc(Cl)cc1	1.8	-1.3	4.9	26.1	-0.3	i	-0.6	3.8	7.9
Cc1ccccc1CS(=O)(=O)c1snnc1C	-0.3	-0.1	-3.9	-6.6	2.8	i	-1.0	2.9	-1.6
COc1cc(NC(=O)c2ccc3c(=O)n(Cc4ccco4)c(=S)[nH]c3c2)cc(OC)c1OC	-0.2	-2.7	1.1	-2.7	2.0	i	-1.4	7.4	-50.4
COc1ccc(Cl)cc1C(=O)NNC(=O)c1cc2ccccc2o1	1.1	-2.7	-14.1	11.3	4.5	i	-1.9	3.6	7.4
COc1ccc(-c2ccc3c(c2)c(C#Cc2ccsc2)c(-c2cc(OC)cc(OC)c2)n3C)cc1	-0.4	-8.0	13.2	26.1	2.0	i	0.7	-4.4	-1.3
Cc1cc(C)c(C#N)c(OCC(=O)c2ccccc2)n1	0.5	-4.6	-1.0	14.3	6.5	i	-2.4	-5.0	-3.8
Cc1ccc(-n2nc3ccc(NC(=O)/C=C/c4ccco4)cc3n2)cc1C	2.4	-6.9	-5.6	14.5	62.3*	i	3.7	1.1	0.8
CCOc1cccc(CN2CCC(Oc3ccc(C(=O)NCc4ccccn4)cc3)CC2)c1	-0.3	-1.2	-4.8	-3.3	2.9	i	-3.1	-1.1	7.3

Six entries out of the list above, arranged by their value in Rin1 Abl inh, low to high.
smiles	Rin1 Abl inh
O=C(COC(=O)c1ccc(S(=O)(=O)N2CCOCC2)cc1)Nc1ccccc1F	-2.9
Cc1ccccc1CS(=O)(=O)c1snnc1C	-1.0
Cc1cc(Cl)nc(Cl)c1C(=O)NCc1ccc(Cl)cc1	-0.6
CCOc1cnc(-c2ccc(OC)cc2)o1	-0.1
COc1ccc(-c2ccc3c(c2)c(C#Cc2ccsc2)c(-c2cc(OC)cc(OC)c2)n3C)cc1	0.7
Cc1ccc(-n2nc3ccc(NC(=O)/C=C/c4ccco4)cc3n2)cc1C	3.7

More records:
SMILES	MsrA inhibitor	MsrA act	E coli Lon inh	FAS-TE inh	CSN deneddyl inh	Rpn11 block	Rin1 Abl inh	MT1-MMP act inh	MLLE-PAM2 inh
Cc1nn(CCC(=O)Nc2cccc(C#N)c2)c(C)c1S(=O)(=O)N1CCCCC1	0.0	-1.4	-9.3	-2.7	-1.3	i	1.0	6.9	-6.7
Cc1cc(C)c(S(=O)(=O)N2CCCOC2CNC(=O)C(=O)NCc2cccnc2)c(C)c1 (configuration not stated)	0.0	-4.7	-3.0	-7.8	0.8	i	1.1	4.5	-7.7
CS(=O)(=O)c1cccc(C(=O)Nc2ccc(S(=O)(=O)N3CCCCC3)cc2)c1	1.2	-2.3	-5.4	-0.7	-6.5	i	-3.1	-1.8	-23.4
N#Cc1c(C(F)(F)F)cc(-c2ccccc2)nc1SCC(=O)N1CCOCC1	-0.5	-10.4	-5.1	12.1	-8.3	i	-5.5	-4.3	-28.4
O=C(O)C1C2C=CC(O2)C1C(=O)NCCC1=CCCCC1 (configuration not stated)	.	-1.1	-0.8	-7.2	11.8	i	0.7	-3.8	13.2
Cc1ccc(C)c(NC(=O)CN(C)C(=O)c2cccc(-n3cccc3)c2)c1	0.5	-4.2	-5.4	-0.5	29.2	i	0.7	-1.8	-14.8
CC(Sc1nnc(C(C)Oc2ccccc2F)o1)C(=O)NCc1ccc2c(c1)OCO2 (configuration not stated)	0.7	-1.6	8.1	0.4	-2.6	i	0.3	0.9	-12.2
CCCn1c(SCC(=O)Nc2ccccc2CC)nnc1C(C)C	0.1	-1.8	-2.9	-3.2	0.3	i	2.2	-1.5	7.3
CCCCn1c(N)c(N(CC(C)C)C(=O)CSc2nn(-c3ccc(F)cc3)c(=S)s2)c(=O)[nH]c1=O	0.8	-2.4	-6.0	18.7	4.5	i	3.5	-11.7	0.6
COc1cc(C(=O)N[C@H](C(=O)OCC(=O)NC2CCCCCC2)C(C)C)cc(OC)c1OC	-0.3	-0.4	-4.8	1.0	-8.1	i	0.7	-2.6	-34.2
C[n+]1ccc(/C=N/Nc2nc(Cl)c(C#N)c(Cl)c2Cl)cc1	1.8	-10.2	-19.0	12.5	7.3	i	1.5	3.7	-44.0
Cc1cc(C)n2nc(SCC(=O)Nc3c(C)n(C)n(-c4ccccc4)c3=O)nc2n1	-1.7	-2.3	0.1	-4.2	6.0	i	-3.2	0.4	-44.0
CSc1ncc(CN2CCN(C(C)C)C(CCO)C2)cn1 (configuration not stated)	1.9	-2.1	-0.1	-6.8	-2.8	i	-1.6	-0.1	9.5
CC1CCCC(C)N1C(=O)c1cc(-c2cccs2)on1 (configuration not stated)	0.7	-6.2	-12.8	0.9	-3.2	i	5.8	0.2	9.2
CSCCC(NC(=O)c1ccco1)c1nc2ccccc2[nH]1 (configuration not stated)	0.3	-3.3	15.6	-4.4	-1.3	i	-3.2	-2.0	14.3
CCc1ccc(NC(=S)N(CCOC)C2CCN(C(C)=O)CC2)cc1	-0.2	-3.2	1.2	-2.2	-2.8	i	0.0	-2.3	-23.7
CC1=C(C(=O)OCc2ccccc2)C(c2ccc(Br)cc2)NC(=O)N1CCCCCC(=O)O (configuration not stated)	0.2	-2.6	-11.5	1.3	2.8	i	1.1	9.2	-4.7
CC(=O)c1ccc(OCCCC(=O)OCC(=O)N2CCN(c3ccccc3)CC2)cc1	-1.1	-3.5	-9.7	-3.5	1.9	i	3.2	3.1	-19.5
CSCCC(NC(=O)c1ccc(Cl)cc1)C(=O)OCC(=O)NCc1ccco1 (configuration not stated)	-0.2	-2.1	-4.5	-1.8	-3.0	i	1.1	-2.0	11.8
O=C(O)C1Nc2c(Cl)cc(Cl)c(Cl)c2C2C=CCC12 (configuration not stated)	-0.2	-5.9	-12.8	19.9	42.8	.	-2.1	5.3	-21.8
